# UPR CHOP act = activators of apoptotic arm of unfolded protein response (CHOP); CHO-CHOP luciferase reporter, UPR activation, luminescence; percent of tunicamycin response over DMSO baseline; activation, % at 10 µM; 0.34% of 330,000 active;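 active means at 10 µM dose, activation of 40% or more, normalized to positive control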;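 further: 100% = tunicamycin at 10 µg/mL and 0% = DMSO alone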
#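 Dosing – one dose, 10 µM in 0.5% DMSO · System – CHO-CHOP cells, stable luciferase reporter of PERK-eIF2a-CHOP signalling · Input – 500 cells/well · Control set – tunicamycin 10 µg/mL final as positive, DMSO-only wells as negative · Timing – 6 h compound treatment, 37 °C · Measure – % activation vs tunicamycin · Technique – luminescence read with Steady-Glo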
# CCR6 antagonist = blocks CCL20-driven beta-arrestin recruitment at human CCR6; 0.49% of 340,000 active; CHO-K1 CCR6 PathHunter beta-arrestin, luminescence, CCL20-stimulated; P51684; inhibition, % at 20 µM; AID 493098;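 active means compounds whose inhibition of the agonist-driven luminescence signal at 20 µM reaches about 50%, limit read from the data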;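 further: cells stimulated with CCL20 at 14 nM final; plate controls were DMSO with CCL20 for no effect and DMSO without agonist for full effect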
# APJ antag = antagonists of human APJ apelin receptor; P35414; CHO-K1 APJ beta-arrestin complementation, luminescence; inhibition, % at 20 µM; 0.32% of 330,000 active;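 active means inhibition above about 40% at 20 µM, limit read from the data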;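 further: cells challenged with 10 nM apelin-13 agonist together with compound; plate controls were apelin-13 plus DMSO wells for no effect and DMSO wells lacking apelin-13 for full effect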
# Target sequence (P35414 whole entry, looked up): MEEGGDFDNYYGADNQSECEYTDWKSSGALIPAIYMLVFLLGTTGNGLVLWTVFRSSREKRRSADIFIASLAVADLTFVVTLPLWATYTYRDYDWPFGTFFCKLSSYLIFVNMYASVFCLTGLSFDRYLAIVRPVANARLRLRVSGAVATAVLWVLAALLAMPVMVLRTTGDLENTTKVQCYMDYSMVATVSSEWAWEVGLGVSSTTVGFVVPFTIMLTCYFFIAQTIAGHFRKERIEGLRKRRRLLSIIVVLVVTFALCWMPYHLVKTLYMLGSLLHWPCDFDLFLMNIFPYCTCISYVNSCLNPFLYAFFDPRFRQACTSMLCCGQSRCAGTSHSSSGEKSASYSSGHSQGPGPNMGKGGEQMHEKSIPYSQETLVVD
# Mdm2 MdmX PPI = inhibitors of human Mdm2/MdmX interaction; O15151+Q00987; SaOS-2 split-luciferase Mdm2/MdmX complementation, luminescence; inhibition, % at 8 µM; 3% of 330,000 active;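 active means inhibition of at least 50% at 8 µM in the primary screen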
# UPR XBP1 act = activators of adaptive arm of unfolded protein response (XBP1) | CHO-XBP1 luciferase reporter, IRE1-XBP1 UPR activation, luminescence; percent of tunicamycin response, DMSO as zero | activation, % at 20 µM | 0.33% of 330,000 active;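 active means versus positive control, 20 µM dose yields 30% or more activation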;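 further: 100% = tunicamycin at 10 µg/mL and 0% = DMSO only wells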
#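 Test system: CHO-XBP1 luciferase reporter cells | Buffer or medium: Serum-containing F12 medium, 10% FBS | Schedule: 6 h compound exposure at 37 °C, 5% CO2 | Detection: Steady-Glo luciferase glow luminescence, 10 min after reagent addition | Read-out basis: Activation, % of tunicamycin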
# tim23-1 inh = growth inhibitors of tim23-1 mutant yeast; S. cerevisiae tim23-1 growth, BacTiter-Glo luminescence, 24 h; inhibition, % at 20 µM; 1.3% of 330,000 active;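 active means growth inhibition of the mutant yeast at or above 50%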;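 further: temperature-sensitive mutant grown at 25 °C; plate controls were DMSO-treated mutant yeast for no effect and medium wells lacking yeast for full effect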
# APJ agonist = agonists of human APJ apelin receptor. P35414. activation, % at 20 µM. CHO-K1 APJ PathHunter beta-arrestin, luminescence; 0% DMSO wells, 100% apelin. 0.11% of 330,000 active;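 active means activation more than six SD over the plate average, tested at 20 µM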;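 further: 0% = DMSO alone and 100% = apelin-13 at 10 nM; some results filed as inactive read as strong as hits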
#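 Incubation: overnight seeding, 90 min compound at 25 °C, 1 h detection; test system: PathHunter CHO-K1 APJ (AGTRL-1) beta-arrestin reporter cells; amount: 1000 cells/well; doses: one dose, 20 µM compound, 1% DMSO; measured by: beta-gal luminescence; measure: agonist-driven arrestin binding to APJ; benchmarks: negative DMSO alone, positive Apelin-13 at 10 nM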
# EBI2 antag = antagonists of human EBI2 receptor. EBI2 beta-arrestin recruitment, luminescence, 7a,25-OHC stimulated. 0.81% of 360,000 active. inhibition, % at 5 µM; in the data active means inhibition above about 38%;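 further: enzyme fragment complementation signal reports receptor beta-arrestin coupling in cells; 0% = agonist plus DMSO wells and 100% = wells without agonist; some results beyond the cut were filed as inactive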
# Target sequence (P32249 whole entry, looked up, the tested form may be a part): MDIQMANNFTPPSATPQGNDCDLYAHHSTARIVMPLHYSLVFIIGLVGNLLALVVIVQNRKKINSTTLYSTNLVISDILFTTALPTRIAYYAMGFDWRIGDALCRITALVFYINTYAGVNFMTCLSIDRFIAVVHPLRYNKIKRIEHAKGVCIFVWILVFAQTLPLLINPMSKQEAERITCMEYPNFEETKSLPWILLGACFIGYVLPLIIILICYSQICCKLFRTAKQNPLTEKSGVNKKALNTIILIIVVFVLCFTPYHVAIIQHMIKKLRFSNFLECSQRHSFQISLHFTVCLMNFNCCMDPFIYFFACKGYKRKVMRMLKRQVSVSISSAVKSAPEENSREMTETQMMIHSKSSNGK
# CXCR6 block = blocks human CXCR6 beta-arrestin recruitment | O00574 | CHO-K1 PathHunter CXCR6 beta-arrestin, luminescence | inhibition, % at 20 µM | 0.36% of 360,000 active; in the data active means inhibition above about 34%, passing the limit was not always enough;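 further: antagonist mode with CXCL16 agonist at 10 nM final; 0% = 10 nM CXCL16 with DMSO and 100% = unstimulated wells without agonist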
# Target sequence (O00574 whole entry, looked up): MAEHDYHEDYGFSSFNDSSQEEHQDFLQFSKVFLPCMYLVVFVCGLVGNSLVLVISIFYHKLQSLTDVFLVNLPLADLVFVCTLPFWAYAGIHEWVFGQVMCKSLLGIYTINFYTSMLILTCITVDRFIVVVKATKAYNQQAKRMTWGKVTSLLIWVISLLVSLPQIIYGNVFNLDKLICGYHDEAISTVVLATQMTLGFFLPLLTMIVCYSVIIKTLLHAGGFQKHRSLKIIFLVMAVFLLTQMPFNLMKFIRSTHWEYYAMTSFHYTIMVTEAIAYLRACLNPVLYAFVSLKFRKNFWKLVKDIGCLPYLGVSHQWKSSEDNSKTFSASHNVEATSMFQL
# The depositor's hits bear a star.
1. CCOC(=O)C1=C(C)NC(C)=C(C(=O)OCC)C1C
2. CCCCn1nnnc1SCC(=O)Nc1cccc(C)c1
3. O=Cc1ccc(Oc2ncccn2)cc1
4. Oc1nc(Nc2ccc(Cl)cc2Cl)sc1/C=C1\C=Nc2ccccc21
5. CCn1cc(CN2CCN(Cc3cccc(OC)c3)C(CCO)C2)c(C)n1 (stereo unspecified)
6. COC(=O)COc1cccc(NC(=O)c2ccc(Cl)cc2)c1

compound no.	1	2	3	4	5	6
UPR CHOP act	2.2	0.9	-0.4	0.3	0.8	1.3
CCR6 antagonist	14	10	-3	14	14	1
APJ antag	-10	-4	-5	2	9	0
Mdm2 MdmX PPI	32	-2	1	86*	-2	-17
UPR XBP1 act	1	-7	-1	0	-1	-3
tim23-1 inh	18	18	1	17	6	0
APJ agonist	-2	0	0	-3	1	-4
EBI2 antag	-8	10	3	-6	-16	3
CXCR6 block	1	-1	5	4	12	-6

7. CCN(CC)C(=O)c1nc[nH]c1C(=O)N(CC)CC
8. CSc1ccccc1NC(=O)c1cc(-c2ccco2)on1
9. COc1ccccc1NC(=O)CSc1nnc2ccc(-c3ccccn3)nn12
10. COC(=O)c1ccc(CO/N=C/c2ccc(OC)cc2)o1
11. O=c1[nH]ncn1-c1ccccc1
12. CCCNC(=S)Nc1ccc(Oc2ccccc2)cc1

compound no.	7	8	9	10	11	12
UPR CHOP act	1.3	4.1	-1.2	1.3	-1.5	-1.2
CCR6 antagonist	3	6	7	4	-2	-1
APJ antag	0	6	5	-11	3	11
Mdm2 MdmX PPI	11	-23	32	-10	13	24
UPR XBP1 act	0	12	-4	4	2	-1
tim23-1 inh	9	2	5	18	2	33
APJ agonist	-5	-1	-6	-3	-4	-3
EBI2 antag	-27	2	-17	-2	3	-46
CXCR6 block	-5	-2	1	-8	1	-1

13. Cc1[nH]c2ccccc2c1C(=O)COC(=O)c1c(-c2ccccc2Cl)noc1C
14. CCCNS(=O)(=O)c1ccc(CCC(=O)NCc2cccnc2)cc1
15. Cc1cc(C)cc(Nc2c(F)c(F)c(F)c(F)c2C(=O)O)c1
16. COC(=O)c1cc(-c2ccc(S(=O)(=O)N3CCCCC3)cc2)c(C(F)(F)F)s1
17. O=C(/C=C\c1ccco1)Nc1nc(-c2ccccc2)cs1
18. CCOC(=O)c1c(NC(=O)CSc2c[nH]c3ccccc23)sc2c1CCC2

compound no.	13	14	15	16	17	18
UPR CHOP act	1.2	-1.1	-1.0	-2.3	1.4	2.4
CCR6 antagonist	8	-5	-2	21	13	10
APJ antag	19	-11	1	11	-15	10
Mdm2 MdmX PPI	-6	16	11	28	-27	20
UPR XBP1 act	-3	-1	1	4	1	-2
tim23-1 inh	37	-5	5	24	13	30
APJ agonist	-4	-5	-2	-5	-1	4
EBI2 antag	12	1	-10	4	-3	15
CXCR6 block	-6	-8	4	3	-2	-17

19. O=C(CN1CCCCC1)N=Nc1c(O)[nH]c2ccccc12
20. COc1cccc(N=Cc2c(O)n(-c3cccc(C)n3)c(=O)c3ccccc23)c1
21. COc1cccc(CC2(CO)CCCN(Cc3ccc(C)s3)C2)c1 (stereo unspecified)
22. CCCc1cc(C(=O)Nc2ccc(F)c(Cl)c2)no1
23. CCCCN(CCCC)CCNC(=O)c1cn(CC)c2ccc(S(=O)(=O)N(C)C3CCCCC3)cc2c1=O
24. CN(CC(=O)Nc1cccc(C(F)(F)F)c1)Cc1ccccc1

compound no.	19	20	21	22	23	24
UPR CHOP act	-1.1	-1.8	1.9	7.6	1.0	-0.4
CCR6 antagonist	-7	12	8	2	0	10
APJ antag	8	-19	22	21	22	4
Mdm2 MdmX PPI	4	21	1	-26	44	30
UPR XBP1 act	-2	-1	1	12	-3	-5
tim23-1 inh	7	27	16	32	-8	17
APJ agonist	-2	-3	-2	1	-5	-2
EBI2 antag	-3	9	-13	-10	0	-1
CXCR6 block	1	10	9	-9	6	11

25. Cc1ccc2c(c1C)OC(=O)CC2c1ccccc1 (stereo unspecified)
26. COc1ccc(-c2nnc(SCC(=O)O)n2Cc2ccccc2)cc1
27. Nc1nonc1-n1nnc(C(=O)N/N=C/c2ccoc2)c1-c1ccccc1
28. COC(=O)c1cc(S(=O)(=O)Nc2cccc(OC)c2)cn1C
29. CC(C)(C)c1ccc(OCC(=O)NNC(=O)Cc2cccs2)cc1
30. Cc1cc(=O)[nH]c(N/N=C/c2ccc(-c3ccc([N+](=O)[O-])cc3)o2)n1

compound no.	25	26	27	28	29	30
UPR CHOP act	-1.1	-1.0	-0.3	-1.9	-0.7	-1.3
CCR6 antagonist	14	17	0	1	1	-2
APJ antag	-28	-11	5	9	3	-40
Mdm2 MdmX PPI	24	16	2	23	8	-7
UPR XBP1 act	2	-2	-1	-3	-5	-5
tim23-1 inh	13	-3	11	-2	17	15
APJ agonist	0	-3	-1	-3	0	-1
EBI2 antag	5	-7	-4	-8	-3	9
CXCR6 block	-9	-2	-17	5	-7	-7

31. Cc1cccc(C)c1NC(=O)CSc1nnc(NC(=O)C2CC2)s1
32. CC(C)(C)OC(=O)C[C@H]1C/C=C\C[C@H](CC(=O)N[C@H](CO)Cc2ccccc2)C(=O)N2CCC[C@@H]2COC1=O
33. COCCN1Cc2cccc(C(=O)Nc3ccc(S(=O)(=O)N4CCCCC4)cc3)c2C1=O
34. Cc1cc(NC(=O)Cn2nc(-c3cccs3)ccc2=O)cc(C)c1Br
35. COc1ccccc1C(=O)NC(=O)COC(=O)c1ccc(Br)o1
36. COC(=O)C1C2CCC(C2)C1C(=O)OCC(=O)c1ccccc1 (stereo unspecified)

compound no.	31	32	33	34	35	36
UPR CHOP act	-0.1	1.3	0.9	1.6	0.3	0.9
CCR6 antagonist	8	10	0	-6	10	-3
APJ antag	12	4	-14	-9	29	-23
Mdm2 MdmX PPI	13	11	30	0	10	-13
UPR XBP1 act	0	-3	4	-3	-4	-2
tim23-1 inh	9	5	-23	18	6	29
APJ agonist	-4	-3	0	2	1	-3
EBI2 antag	-5	3	-1	5	-5	0
CXCR6 block	-1	-2	1	-3	-1	4

37. CCN1C(=NCCCCO)N[C@@H](c2cccc(F)c2)C(C(=O)OC)=C1C
38. Cc1c(S(=O)(=O)N2CCCC(C)C2)c(=O)n(C)c(=O)n1C (stereo unspecified)
39. CN(C)c1ccc(/C=N/NC(=O)CCc2c[nH]c3ccccc23)cc1
40. CCC(=O)NC1(C(F)(F)F)C(=O)Nc2c1c(=O)n(C)c(=O)n2C (stereo unspecified)
41. CC1=C(C(=O)OCc2ccccc2)C(c2cccc(F)c2)NC(=O)N1 (stereo unspecified)
42. Cc1ccc(-c2noc(CSc3nnnn3-c3ccccc3)n2)cc1

compound no.	37	38	39	40	41	42
UPR CHOP act	0.3	2.2	1.9	-3.2	-2.9	-2.5
CCR6 antagonist	-5	5	-4	-4	-3	32
APJ antag	25	21	13	-14	12	3
Mdm2 MdmX PPI	8	27	29	-6	17	11
UPR XBP1 act	-1	-2	4	2	-9	-4
tim23-1 inh	-4	7	1	13	14	29
APJ agonist	-2	1	-1	3	19*	-3
EBI2 antag	4	-16	-1	-1	0	-16
CXCR6 block	12	5	-6	5	-22	11

# A second format for part of the listing above:
entry	SMILES	UPR CHOP act	CCR6 antagonist	APJ antag	Mdm2 MdmX PPI	UPR XBP1 act	tim23-1 inh	APJ agonist	EBI2 antag	CXCR6 block
38	Cc1c(S(=O)(=O)N2CCCC(C)C2)c(=O)n(C)c(=O)n1C (stereo unspecified)	2.2	5	21	27	-2	7	1	-16	5
39	CN(C)c1ccc(/C=N/NC(=O)CCc2c[nH]c3ccccc23)cc1	1.9	-4	13	29	4	1	-1	-1	-6
40	CCC(=O)NC1(C(F)(F)F)C(=O)Nc2c1c(=O)n(C)c(=O)n2C (stereo unspecified)	-3.2	-4	-14	-6	2	13	3	-1	5

# More entries follow:
43. O=C(OCc1cccc([N+](=O)[O-])c1)c1ccncc1
44. Cc1cccc(C(=O)n2cnnc2N)c1
45. CC/C(=N\NC(=O)COc1ccc(Br)cc1)c1ccc(OC)c(OC)c1
46. Cc1ccc(Cn2c(C(CO)Nc3nc(-c4ccc(F)cc4)cs3)nc3ccccc32)cc1 (stereo unspecified)
47. O=C(/C=C/c1cccc([N+](=O)[O-])c1)NCCSCc1ccc(Cl)cc1Cl
48. Cc1ccc(-c2nnc(CSc3nc(C(C)C)nc4sc(C)c(C)c34)o2)cc1

compound no.	43	44	45	46	47	48
UPR CHOP act	-1.4	-1.9	-2.8	1.5	-2.0	0.9
CCR6 antagonist	10	3	-2	4	17	14
APJ antag	5	2	-7	6	6	11
Mdm2 MdmX PPI	-10	-10	-13	60*	-19	26
UPR XBP1 act	0	-5	2	-2	-3	4
tim23-1 inh	4	-1	-2	9	37	6
APJ agonist	-1	-2	-4	6	-3	-1
EBI2 antag	-7	-5	21	8	9	-5
CXCR6 block	1	2	-2	11	-10	4

49. COc1ccc(S(=O)(=O)N(C)C)cc1NC(=O)CCNC(=O)c1ccco1
50. O=C(COc1coc(CN2CCN(c3ccccc3)CC2)cc1=O)Nc1ccc(F)cc1
51. COC(=O)Nc1ccc(S(=O)(=O)N2CCCC(C(=O)Nc3cccnc3)C2)cc1 (stereo unspecified)
52. Cc1ccc(/C=N\NC(=O)Cn2nnc3ccccc32)o1
53. CCOc1ccc(CCNC(=O)CCS(=O)(=O)c2ccc(Cl)cc2)cc1OCC
54. COc1ccc2c(c1)c(CCNNC(=O)C(C)(C)C)c(C)n2C(=O)c1ccc(Cl)cc1

compound no.	49	50	51	52	53	54
UPR CHOP act	0.3	1.4	0.8	2.3	2.3	-0.7
CCR6 antagonist	6	-7	-12	-2	10	18
APJ antag	17	11	-17	11	-8	-78
Mdm2 MdmX PPI	17	3	5	1	2	17
UPR XBP1 act	-4	-1	-1	-2	3	-2
tim23-1 inh	6	9	-10	3	22	23
APJ agonist	-1	-1	-3	-2	-5	2
EBI2 antag	-11	-9	1	-12	2	9
CXCR6 block	-3	0	-6	-6	-3	8

55. O=C(O)c1ccc(/C=N\Nc2ccc(S(=O)(=O)N3CCOCC3)cc2[N+](=O)[O-])cc1
56. COc1ccc(C(=O)Oc2cc(C)[nH]c(=O)c2[N+](=O)[O-])c(OC)c1
57. CC(=O)Oc1cccc2c1C(=O)c1c(OC(C)=O)cc(C(=O)O)cc1C2=O
58. CCC(C)C(=O)Nc1ccc(OC)cc1OC (stereo unspecified)
59. CCn1cc(C(=O)N(C)CC(OC)OC)c(=O)c2cc(S(=O)(=O)N3CCOCC3)ccc21
60. CCc1ccc(NS(=O)(=O)c2cccs2)cc1

compound no.	55	56	57	58	59	60
UPR CHOP act	1.1	0.7	0.8	-0.8	-0.4	0.3
CCR6 antagonist	14	-4	38	-11	6	9
APJ antag	13	10	10	-8	-2	-7
Mdm2 MdmX PPI	2	27	6	8	10	7
UPR XBP1 act	1	-1	-11	0	-1	2
tim23-1 inh	1	7	11	-4	-2	25
APJ agonist	4	-1	23	-2	5	0
EBI2 antag	-8	1	1	-5	-22	5
CXCR6 block	4	17	34	-2	0	2

# High-throughput results as filed in PubChem BioAssay.

# The list is partial; rates above refer to the full screens.
